HT1080 viability: HT1080 cell viability loss – fluorescence readout (AID 620); HT1080 viability, fluorescence; higher % means a stronger effect; cytotoxicity, % at 10 µM; hits with a dose series show EC50 in µM; 87,000 compounds, 0.42% hits;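 note: cells exposed to compound overnight then 4 h with Alamar Blue; 0% = vehicle DMSO and 100% = killing control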
Spn MK inh: blocks S. pneumoniae mevalonate kinase; purified MK, PK/LDH-coupled NADH absorbance 340 nm; inhibition, % at 10 µM; 65,000 compounds, 0.48% hits; AID 555;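 active = ranked among the strongest by inhibition in the single 10 µM screen, a fixed top-ranked set picked for dose follow-up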; note: no value below 0 was filed
Bfl-1 inhibitors: Bfl-1 inhibitors, primary screen, biochemical, fluorescence polarization, FITC-Bid, mouse (AID 432); FITC-Bid BH3 peptide fluorescence polarization displacement; higher % means a stronger effect; one-dose displacement, % at 20 µM; IC50 in µM for titrated hits; 64,000 compounds, 0.02% hits; in the data active = a potency from the dose series; inactive = the rest, 99 in 100 with displacement below about 15%; note: strong numbers were not always called active
LYP phosphatase: LYP phosphatase inhibitors, primary screen, biochemical, DiFMUP fluorescence, recombinant catalytic domain, 10 µM (AID 606) | recombinant LYP catalytic domain, DiFMUP fluorescence; higher % means a stronger effect | 52,000 tested, under 10 active | inhibition, % at 10 µM; hits with a dose series show IC50 in µM;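 active = IC50 under 40 µM in the dose-response test; inactive = IC50 of 40 µM or more, or never dose-tested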
Spn DPM-DC inh: S. pneumoniae DPM-DC inhibition; 65,000 compounds, 0.49% hits; calls only at 10 µM; purified DPM-DC, PK/LDH coupled NADH fluorescence; AID 556;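 active = the 320 compounds with the highest percent inhibition in the single-dose primary screen, excluding strongly autofluorescent ones, cut at about 32% in these data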;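 note: kinetic rate of NADH fluorescence loss reporting ADP formed by the decarboxylase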
HPDE-C7 viability: HPDE-C7 pancreatic duct cell viability loss – fluorescence, HTS (AID 430); 63,000 compounds, 1.8% hits; one-dose cytotoxicity, % at 10 µM; EC50 in µM for titrated hits; HPDE-C7 pancreatic duct cells viability, fluorescence; higher % means a stronger effect;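 note: cells exposed to compound for 48 hours before viability readout; 0% = vehicle and 100% = reference cytotoxic drug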
TNAP inhibition: human TNAP enzyme inhibitors, biochemical, luminescent (AID 518); 64,000 compounds, 0.09% hits; inhibition, % at 20 µM; hits with a dose series show IC50 in µM; purified TNAP enzyme, luminescent substrate readout; higher % means a stronger effect; in the data active = a potency from the dose series; inactive = the rest, 99 in 100 with inhibition below about 22%;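 note: plate controls were vehicle for no effect and reference inhibitor for full effect; many of its hits are not listed in these tables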
Spn PMK inh: blocks S. pneumoniae phosphomevalonate kinase; purified PMK, PK/LDH-coupled NADH absorbance 340 nm; 65,000 compounds, 0.49% hits; inhibition, % at 10 µM;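 active = top-ranked compounds by inhibition in the single 10 µM screen, taking a fixed number of the strongest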;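 note: 0% = full reaction with DMSO carrier and 100% = background rate without enzyme reaction; no value below 0 was filed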
HPDE-C7K KRASV12: viability loss of HPDE-C7K cells – cell-based, fluorescence, HTS, primary screen (AID 431); HPDE-C7K KRASV12 cells, Alamar Blue viability, 48 h; higher % means a stronger effect; one-dose cytotoxicity, % at 10 µM; EC50 in µM for titrated hits; 63,000 compounds, 1.7% hits;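 active = compounds whose percent cytotoxicity in the single-dose primary screen, scaled between solvent and toxic-drug controls, exceeds 50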;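 note: 0% = DMSO solvent wells and 100% = doxorubicin-treated wells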
Spn PMK inh pilot replicates: recorded beside Spn PMK inh, whose call it bears; inhibition, %; measured here: pilot screen replicates
Spn MK inh pilot replicates: recorded beside Spn MK inh, whose call it bears; inhibition, %; measured here: pilot screen replicates
Spn DPM-DC inh pilot screen %: second read-out of Spn DPM-DC inh, no call of its own (marks repeat the call); inhibition, %; measured here: pilot screen trials
* marks the source's active call; other numbers are inactive results; i = inactive; / = not tested or not shown; + = active, no number; & = joins results of further samples. Cut-off read from the data, not from the text of the source, unless noted: active = cytotoxicity above about 50%; inactive = the rest.

SMILES | HT1080 viability | Spn MK inh | Bfl-1 inhibitors | LYP phosphatase | Spn DPM-DC inh | HPDE-C7 viability | TNAP inhibition | Spn PMK inh | HPDE-C7K KRASV12 | others
CCc1noc(C)c1C(=O)N1CC(C)OC(C)C1 (stereo not given) | 13% | 2 | -9% | 10% | i | -14% | 5% | 10 | -8%
Cc1cccc(N(CC(=O)NC2CCCC2)C(=O)CCCC(=O)Nc2ccccn2)c1 | / | 0 | -5% | / | i | -7% | 7% | 17 | -3%
O=C(Nc1ccc(-n2nncc2-c2ccco2)cc1)c1cccc(F)c1 | 6% | 0 | 2% | / | i | -7% | 21% | 10 | -3%
COc1ccc(Cl)cc1NC(=O)CN(c1ccccc1)S(=O)(=O)N(C)C | 8% | 5 | 0% | 7% | i | -7% | -1% | 4 | -10%
Cc1csc(SCC(=O)N2CCN(S(=O)(=O)c3ccc(Cl)cc3)CC2)n1 | -3% | 6 | -9% | 8% | i | -3% | 5% | 9 | 3%
COC(=O)c1ccc(OCC(O)Cn2nnc3ccccc32)cc1 (stereo not given) | 13% | 9 | -9% | 9% | i | 3% | 6% | 8 | 10%
CC(=O)c1cccc(NC(=O)Cn2cc3c(n2)CCCC3)c1 | -7% | 2 | 2% | 14% | i | -1% | 50% | 2 | 7%
CCOC(=O)N1CCC(NC(=O)Cn2c3ccccc3c3cn[nH]c(=O)c32)CC1 | 4% | 0 | -1% | 5% | i | 10% | 9% | 15 | 10%
CN1CC(=O)N(CC(=O)Nc2ccc(F)cc2)c2ccccc2C1=O | 2% | 0 | 2% | / | i | 3% | 9% | 13 | -1%
CCC(C)[C@H](NC(=O)NCC1CCCO1)C(=O)OC (stereo not given in full) | 4% | 11 | -5% | / | i | -13% | 6% | 11 | -9%
CCCc1ccc(OCc2ccc(C(=O)N3CCN(c4ccccn4)CC3)o2)c(OC)c1 | 2% | 3 | 0% | 7% | i | 34% | 7% | 0 | 35%
Cc1ccc2c(c1)c(C)c(C)n2CC(O)CN1CCOCC1 (stereo not given) | -3% | 9 | / | 1% | i | / | / | 0 | /
Cc1ccc(NC(=O)CSc2n[nH]c(-c3ccncc3)n2)cc1C | -10% | 2&5 | / | 1% | i | / | / | 1&2 | /
CC(=O)Nc1nc2ccccc2n1CCN1CCOCC1 | -9% | 9 | / | 14% | i | / | / | 7 | /
CCOC(=O)Cn1nnnc1C(CC)N(Cc1cccs1)Cc1cc2ccc(OC)cc2[nH]c1=O (stereo not given) | -15% | 2 | -2% | -22% | i | -2% | 9% | 8 | 7%
C=CCn1c(CNC(=O)c2ccccc2C)nnc1SCC(=O)NC1CCCC1 | 0% | 3 | 0% | 2% | i | -4% | 5% | 0 | -7%
CC(=O)C1C(c2ccc(F)c(F)c2)NC(=O)NC1(O)C(F)(F)F (stereo not given) | -10% | 3 | / | -2% | i | / | / | 16 | /
COc1ccccc1Nc1nc(C)cc(C)c1C(N)=O | 5% | 3 | 4% | 4% | i | -3% | 16% | 2 | -10%
O=C(Cn1ccsc1=NC(=O)c1ccco1)c1ccccc1 | -8% | 3 | 0% | 13% | i | 5% | -3% | 18 | 6%
COc1cccc(-c2nc(CS(=O)(=O)CC(=O)N3CCN(C)CC3)c(C)o2)c1 | -1% | 3 | -1% | -2% | i | -5% | 0% | 0 | 8%
CCCc1nnc(NC(=O)Nc2ccccc2OC)s1 | 0% | 5 | 2% | 12% | i | 2% | 2% | 8 | 0%
CCc1c(O)nc(SCC(=O)N2CCCCC2)n(-c2ccccc2C)c1=O | -9% | 10 | -9% | -2% | i | 3% | 11% | 0 | 7%
CCCc1[nH]nc2c1C1(C(=O)N(C(C)C)c3ccccc31)C(C#N)=C(N)O2 (stereo not given) | 6% | 11 | 5% | / | i | -42% | 7% | 11 | -30%
CCN(CC)C(=O)Oc1ccc(NC(C)=O)cc1 | 4% | 1 | 4% | / | i | 13% | 14% | 13 | 6% | Spn PMK inh pilot replicates=1.0;Spn MK inh pilot replicates=2.0;Spn DPM-DC inh pilot screen %=0.0
Cc1ccc(-n2ncc3c(N4CCN(c5ccc(F)cc5)CC4)ncnc32)c(C)c1 | 0% | 2 | -7% | 6% | i | 0% | 12% | 9 | 4% | Spn PMK inh pilot replicates=0.5;Spn MK inh pilot replicates=5.5;Spn DPM-DC inh pilot screen %=4.5
O=C(Cn1cnc2c(nnn2Cc2ccc(F)cc2)c1=O)NCc1ccco1 | 3% | 15 | 4% | / | i | -17% | 4% | 11 | -14%
CN=C(NC#N)SCC(=O)c1ccc(Cl)cc1Cl | 0% | 11 | -2% | 16% | i | 3% | 9% | 4 | -7%
Cc1ccc2nc(/C(C#N)=N/O)[nH]c2c1 | 15% | 7 | -6% | 7% | i | 2% | 8% | 6 | 0% | Spn PMK inh pilot replicates=0.0;Spn MK inh pilot replicates=1.0;Spn DPM-DC inh pilot screen %=0.5
Cc1cc(C)nc(N2CCN(c3nc(C)nc4c3oc3ccccc34)CC2)n1 | -4% | / | 1% | / | / | -21% | -6% | / | -5%
O=C(C1CC1)N1CCN=C1SCc1cccc(F)c1 | -6% | 2 | -2% | 3% | i | 9% | 2% | 7 | 4%
COc1cc(NS(=O)(=O)c2ccc(NC(=O)COc3ccccc3Cl)cc2)nc(OC)n1 | / | 0 | -1% | -1% | i | 5% | 4% | 0 | 8%
Cc1cc(NC(=O)c2cncc(Br)c2)n(-c2ccccn2)n1 | 5% | 14 | -4% | 12% | i | 6% | 3% | 12 | 8%
Nc1nnc(N2CCc3ccccc32)s1 | 4% | 9 | -2% | 9% | i | -22% | 4% | 19 | -15%
Cc1cc(C(=O)OCC(=O)Nc2cc(C(F)(F)F)ccc2N2CCOCC2)c(C)o1 | -3% | 8 | 0% | / | i | -18% | -2% | 15 | -11%
CCC(C)C(NC(=O)C1CCC(C)CC1)C(=O)NC(C(=O)OC)C(C)C (stereo not given) | -8% | 0 | 0% | -1% | i | -5% | 0% | 17 | 10%
Cn1c(NCCCO)nc2c1c(=O)n(Cc1ccccc1F)c(=O)n2C | 0% | 5 | -1% | / | i | 18% | 8% | 9 | 18%
N#Cc1c(N)nc2c(c1N)CC(=O)N2c1ccccc1-c1ccccc1 | -1% | 0 | -3% | 1% | i | 0% | 4% | 14 | 6%
c1ccc(Cn2c(-c3cccs3)nc3nc4ccccc4nc32)cc1 | -2% | 9 | -4% | 15% | / | -7% | 23% | 5 | -14%
O=C(CN1CCC(O)(c2ccc3c(c2)OCO3)CC1)N1CCOCC1 | 3% | 4 | -9% | 12% | i | -1% | 9% | 12 | -4%
CCOC(=O)N1CCC(NC(=O)c2cc(C(=O)NCc3ccc(F)cc3)ccc2CO)CC1 | -13% | 2 | -1% | 0% | i | -16% | 6% | 13 | 0%
CC(=O)c1c(C(C)=O)c(C)n(Cc2ccc3c(c2)OCO3)c1C | 2% | 7 | -1% | / | i | -4% | 6% | 13 | -6%
COc1ccc2cc(CCNC(=O)C(C)(C)C)c(=O)[nH]c2c1 | 0% | 7 | -8% | 5% | i | -14% | 0% | 0 | -22%
CCN1C(=O)NC2C1N(S(C)(=O)=O)CCN2S(C)(=O)=O (stereo not given) | 1% | 6 | 1% | -5% | i | 10% | 5% | 11 | 0%
COc1cc2c(C(=O)NCc3ccc4c(c3)OCO4)cn(C)c(=O)c2cc1OC | -2% | 6 | -6% | 11% | i | -10% | 7% | 6 | 3%
CCOc1ccc(S(=O)(=O)NCc2ccc(F)cc2)c2cccnc12 | 4% | 1 | 4% | / | i | 6% | 4% | 0 | 0%
COc1ccccc1NC(=O)CSc1ncnc2c1oc1ccccc12 | -13% | 4 | 2% | / | i | -10% | 4% | 11 | -10%
CCN(CC)CCOC(=O)c1ccc(N=CC2=C(O)CC(C)(C)CC2=O)cc1 | -2% | 3 | -1% | 4% | + | -7% | 7% | 6 | 4%
O=C(O)CCN1C(=O)c2ccc(NC(=O)c3cccs3)cc2C1=O | -2% | 12 | 0% | 5% | / | 3% | 4% | 8 | 0%
O=C(CSc1ncn(-c2ccccc2)n1)NCc1ccccc1 | 2% | 6 | 0% | 3% | i | -1% | 7% | 5 | -9%
CC(=O)c1ccc(N2CCN(C(=O)c3ccc(Br)cc3)CC2)c(F)c1 | -3% | 8 | 2% | 15% | i | -8% | 5% | 18 | 1%
O=C(Nc1nc2n(n1)C(c1ccccc1)C=C(c1ccccc1)N2)c1ccco1 (stereo not given) | -8% | 12 | 9% | 2% | i | 14% | -3% | 19 | 22%
Cc1ccc(C#N)c(SCc2cc3c(cc2Cl)OCO3)n1 | -3% | 12 | 4% | / | i | 1% | 6% | 3 | 2%
O=c1[nH]c(Cc2ccccc2)nc2c1oc1ccccc12 | -1% | 9 | -2% | 7% | i | -8% | 10% | 14 | 10%
COc1ccccc1Cn1c(=O)c2ccccc2n2c(Sc3ncnc4sccc34)nnc12 | 23% | 0 | -3% | / | i | 38% | 13% | 13 | 41%
O=C(CS(=O)(=O)Cc1ccccc1)N1CCN(c2cccc(C(F)(F)F)c2)CC1 | 0% | 6 | 2% | 2% | i | -2% | 8% | 7 | -7%
O=C(CCC(=O)OCCCC(F)(F)C(F)(F)F)Nc1ccccc1 | -4% | 4 | -2% | -4% | i | -15% | 9% | 0 | -12%
Clc1ccc2nc(CSc3nc4ccccc4o3)cn2c1 | -2% | 2 | 2% | -1% | i | 6% | 8% | 0 | 9%
O=C(NCCCN1CCC(Cc2ccccc2)CC1)C1CCC(=O)N1C1CCCC1 (stereo not given) | 1% | 6 | 3% | 4% | i | -4% | 2% | 0 | 3%
Cn1c(Cn2c(=O)sc3ccccc32)nnc1SCC(=O)NCc1ccco1 | 0% | 10 | 3% | -5% | i | -1% | 7% | 11 | 7%
O=C(Oc1c(CN2CCOCC2)cc(Cl)c2cccnc12)c1ccc(F)cc1 | 2% | 0 | 6% | 5% | i | 4.3µM* | -1% | 2 | 13µM*
